# TRPV1 ag: agonists of human vanilloid receptor 1 (TRPV1). TRPV1-expressing cells, Fluo-8 calcium influx, agonist mode. 320,000 tested, 0.19% active. activation, % at 8.33 µM. Q8NER1; in the data active = activation above about 80%; inconclusive = between about 30% and that limit; note: 0% is about no effect
#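 Fluo-8 calcium influx in TRPV1-expressing cells, kinetic read (ex 480/em 520 nm). Compound added and read 3 min for agonist activity, followed by capsaicin at EC20 final and 2 min further read for enhancement.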
# KCNH2 WT inh: KCNH2 (human, wildtype) channel inhibition; Q12809; AID 720551; U2OS, BacMam KCNH2, thallium flux FluxOr; stronger effect = lower value; 340,000 tested, 0.37% active; activity change, % at 1.84 µM;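 active = maximum activity change below -70%; inconclusive = maximum activity change between -70% and -50%; inactive = maximum activity change above -50%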; note: % is set by controls: 0 for no effect and ±100 for the full control effect
#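 U2OS cells transduced with wild-type KCNH2 virus are loaded with FluxOr dye for 45 min, and thallium flux is measured in kinetic reads before and after stimulation buffer. Rate constants are normalized to DMSO controls.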
# Integrin act MD: activates integrin-mediated alleviation for muscular dystrophy | alpha7betagal myoblasts, beta-gal FDG fluorescence, 48 h | Potency, µM (series often up to 38.3 µM), for inactives: top-dose activation, hits mostly activators | 350,000 tested, 0.064% active | AID 624291;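 note: potency is the fitted concentration of half-maximal effect; 100% = response of the positive control SU9516; nearly all actives have a fitted effect of over 60% in size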
#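 Alpha7betagal+/- myoblasts (passage 13) were plated 16-24 hr, then exposed to compounds (1:260 dilution of DMSO stock) for 48 hours at 37C. After MPER lysis, β-galactosidase reporter activity was read as FDG fluorescence (ex 480/em 540) after 30 minutes.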
# GALK inhibitor: blocks human galactokinase activity. Purified GALK, Kinase-Glo residual ATP luminescence. 270,000 tested, 0.007% active. Potency, µM (top dose mostly 57.5 µM), for inactives: at the top dose activity change, negative = inhibition, actives largely listed as inhibitors. P51570; note: potency is the fitted concentration of half-maximal effect; % is set by controls: 0 for no effect and ±100 for the full control effect
# Target sequence (P51570 whole entry, looked up): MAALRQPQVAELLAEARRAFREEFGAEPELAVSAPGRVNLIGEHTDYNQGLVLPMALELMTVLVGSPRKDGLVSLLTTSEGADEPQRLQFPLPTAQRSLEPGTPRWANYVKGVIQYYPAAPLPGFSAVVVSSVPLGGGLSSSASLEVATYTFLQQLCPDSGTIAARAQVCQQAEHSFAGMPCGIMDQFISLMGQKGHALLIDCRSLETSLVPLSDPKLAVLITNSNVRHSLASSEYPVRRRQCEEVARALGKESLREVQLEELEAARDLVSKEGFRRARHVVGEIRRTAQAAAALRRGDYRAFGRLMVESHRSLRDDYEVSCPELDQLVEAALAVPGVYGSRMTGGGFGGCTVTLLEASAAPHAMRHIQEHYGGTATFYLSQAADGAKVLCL
#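 Galactose (100 uM) and ATP (35 uM) were turned over by 5 nM GALK for 1 h at RT. Kinase-Glo Plus then converted the remaining ATP into a luminescent signal.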
# KCNH2 3.1 inh: KCNH2 3.1 (human) potassium channel inhibition; U2OS KCNH2 3.1, thallium flux FluxOr; stronger effect = lower value; 340,000 tested, 0.95% active; activity change, % (tested at about 1.8 µM);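 active = maximum activity change below -70%; inconclusive = maximum activity change from -70% to -50%; inactive = maximum activity change above -50%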;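 note: thallium influx rate constant from kinetic fluorescence after stimulation buffer; % is set by controls: 0 for no effect and ±100 for the full control effect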
#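 Normalized rate constant (relative to positive and negative DMSO controls) derived from a 2 min kinetic fluorescence read after stimulation; U2OS cells expressing the 3.1 isoform via virus at 1.77 x 10^8 /mL.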
# Coupling enz: coupling enzyme interference in Giardia aldolase counter-screen; coupling enzyme system counterscreen, AmpLite Red fluorescence; activity change, negative = inhibition, % at 58.2 µM, hits read low; 290,000 tested, 0.67% active; AID 2472; in the data active = activity change below about -30%; note: % is set by controls: 0 for no effect and ±100 for the full control effect
#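 Counterscreen of the coupled detection system alone, without aldolase: glyceraldehyde-3-phosphate coupling enzymes plus AmpLite Red readout. Compounds at 57.5 uM final, 10 min RT preincubation, 20 min RT reaction, fluorescence 525/598 nm.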
# MBNL1-CUG inh: blocks human MBNL1 binding to CUG repeat RNA; TR-FRET MBNL1-His/biotin-(CUG)12 binding, 665/545 ratio; Potency, µM (series often up to 57.5 µM), without a hit: at the highest dose activity change, negative = inhibition, actives largely listed as inhibitors; 280,000 tested, 0.036% active; AID 2675; active = well fitted inhibition curve with a large enough effect in the signal ratio, with a control signal flat, not every such curve was filed as active; inconclusive = small, poorly fitted or top-dose-only effect, or effect the other way, or a change in a side signal; inactive = no such curve, though single readings can be large or run the other way; the % refers to the signal ratio; note: potency is the fitted concentration of half-maximal effect; % is set by controls: 0 for no effect and ±100 for the full control effect
#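 Inhibition of protein-RNA binding appears as loss of TR-FRET between terbium anti-His antibody on MBNL1-His and streptavidin-XL665 on biotin-(CUG)12. Activity is normalized to buffer-only and uninhibited-complex controls.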
# MLL CXXC-DNA inh: inhibitors of human MLL CXXC domain-DNA interaction | Potency, µM (doses to about 115 µM), for the others: top-dose activity change, negative = inhibition, hits mostly inhibitors | Q03164 | 290,000 tested, 0.037% active | MLL-CXXC / FITC-HOXA9 DNA fluorescence polarization; active = well fitted inhibition curve with a large enough effect in the polarisation, with a control signal flat, not every such curve was filed as active; inconclusive = small, poorly fitted or top-dose-only effect, or effect the other way, or a change in a side signal; inactive = no such curve, though single readings can be large or run the other way; the % refers to the polarisation; note: potency is the fitted concentration of half-maximal effect
#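 Purified MLL-CXXC (added from a 7 uM solution) was preincubated 5 min at ambient with pinned compounds in 50 mM Tris-HCl pH 7.5, 50 mM NaCl, 1 mM DTT, 0.05% BSA. Fluorescein-labeled HOX-A9 DNA (50 nM solution) followed, 30 min, then polarization read.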
# AT treatment: potential ataxia-telangiectasia treatment; Potency, µM (top dose mostly 57.5 µM), without a hit: at the highest dose activation, actives largely listed as activators; […] A-T fibroblasts, KAP-1 phosphorylation AlphaLISA; neocarzinostatin DNA damage 30 min before lysis; AID 485349; 320,000 tested, 0.19% active; note: potency is the fitted concentration of half-maximal effect; % of control where 0% means no effect; nearly all actives have a fitted effect of over 45% in size
#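 hTERT-immortalized A-T patient fibroblasts ([…]), 500 cells/well in OPTI-MEM, 1% FBS, got compounds for 60 min, then NCS for 30 min at 37C. Lysates were then assayed for phospho-KAP-1 by AlphaLISA (anti-pKAP1 donor, anti-KAP1 acceptor beads), 6 hr at 25C.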
# S-ASM inh: human S-ASM enzyme inhibition; Potency, µM (series often up to 57.5 µM), for inactives: at the top dose activity change, negative = inhibition, usual class: inhibitors; 340,000 tested, 0.006% active; placental ASM, HMU-PC fluorogenic substrate, 60 min; note: potency is the fitted concentration of half-maximal effect
# Target sequence (P17405 47-631 limits assumed): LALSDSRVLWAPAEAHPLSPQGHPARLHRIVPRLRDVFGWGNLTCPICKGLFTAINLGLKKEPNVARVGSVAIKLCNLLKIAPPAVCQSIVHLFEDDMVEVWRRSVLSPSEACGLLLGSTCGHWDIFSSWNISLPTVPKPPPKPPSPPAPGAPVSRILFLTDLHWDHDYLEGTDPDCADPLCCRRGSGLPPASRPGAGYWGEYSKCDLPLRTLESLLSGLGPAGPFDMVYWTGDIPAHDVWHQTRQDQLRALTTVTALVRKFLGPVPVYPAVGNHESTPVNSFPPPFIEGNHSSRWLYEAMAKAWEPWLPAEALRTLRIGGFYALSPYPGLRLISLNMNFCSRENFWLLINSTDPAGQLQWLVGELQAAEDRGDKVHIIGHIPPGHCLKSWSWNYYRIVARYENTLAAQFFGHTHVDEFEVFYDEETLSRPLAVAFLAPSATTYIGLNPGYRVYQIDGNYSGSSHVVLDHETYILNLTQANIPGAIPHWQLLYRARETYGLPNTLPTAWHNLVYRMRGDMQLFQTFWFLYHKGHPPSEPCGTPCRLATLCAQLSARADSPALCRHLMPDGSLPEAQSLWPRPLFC
#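 qHTS format. ASM enzyme prepared from human placenta hydrolyses the fluorogenic substrate HMU-PC0 (9 uM final) over 60 min at 37 °C after a 10 min compound preincubation.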
# An asterisk follows results filed as active; ? = inconclusive; / = not tested or not shown; [ ] = remark or other dose. Unless noted, calls come from the whole dose curve; as a rule, active = well fitted curve in the direction sought with a large enough effect; inconclusive = small, poorly fitted or top-dose-only effect, or another doubt; inactive = no such curve, though single readings can be large; an effect the other way counts as inactive or inconclusive.
SMILES,TRPV1 ag,KCNH2 WT inh,Integrin act MD,GALK inhibitor,KCNH2 3.1 inh,Coupling enz,MBNL1-CUG inh,MLL CXXC-DNA inh,AT treatment,S-ASM inh
Cc1cc2nnc(SCC(=O)Nc3ccc(Cl)cc3)n2c(N)n1,-3,-1,4%,0%,7,7,1%,31%[activator],2%,-4%
O=C1SCC(c2ccc(Cl)cc2Cl)=NN1Cc1nnc(-c2ccccc2)o1,-1,3,-19%,-1%,2,5,/,0%,5%,-12%
COc1cc2cc(c1Cl)N(C)C(=O)CC(OC(=O)C(C)N(C)C(C)=O)C1(C)OC1C(C)C1CC(O)(NC(=O)O1)C(OC)C=CC=C(C)C2 (configuration not stated),/,-13,-6%,/,29,/,/,/,/,5%
CN1CCN(C(=O)c2cc(Oc3c(F)c(F)c(F)c(F)c3F)cc(C(=O)N3CCN(C)CC3)c2)CC1,3,-2,0%,3%,-4,-1,-5%,1%,6%,4%
COc1ccc(-c2nc(N)ncc2-c2ccc(OC)c(OC)c2)c(O)c1,10,2,?,3%,-8,-9,-1%,-5%,-8%,-2%
O=C(NCc1ncc(C(F)(F)F)cc1Cl)Nc1ccccc1,?,-4,55%,1%,5,2,-11%,-1%,-12%,-1%
CSc1cccc(CN2CCC(Oc3cccc(C(=O)N4CCCC4)c3)CC2)c1,29,29,-11%,2%,5,2,3%,-4%,-9%,0%
CN(C)S(=O)(=O)c1ccc(C(=O)OCC(=O)Nc2ccccc2OC(F)F)cc1,0,44,16%,-4%,-8,2,4%,2%,1%,2%
COCCOc1ccc(C(F)(F)F)cc1NC(=O)c1ccc(F)cc1,?,-1,13%,0%,-1,-14,/,6%,-2%,6%
O=C(N/N=C/c1cccc(Br)c1)c1ccc(Cn2cc(Br)cn2)o1,27,6,-38%,-2%,-22,-7,/,2%,3%,-13%
COc1ccc(Cl)cc1C(=O)O/N=C(\N)c1ccc(Cl)cc1,0,4,-7%,/,1,1,-2%,4%,3%,-1%
O=C(COc1ccc(Br)cc1)c1ccc2c(c1)CCCC2,19,-11,34%,0%,-28,-1,-4%,-4%,3%,-5%
Cc1occc1C(=O)N1CCN(Cc2ccccc2)CC1,-2,2,-15%,0%,4,-3,4%,-18%,/,3%
CC1=NNC(=O)C1CCC(=O)N/N=C/c1ccccc1 (configuration not stated),0,-1,7%,/,19,0,6%,-12%,-3%,3%
Cc1cccc(OCC(=O)NCC(=O)N/N=C/c2cccs2)c1,-1,1,-7%,/,0,0,16%,-7%,1%,2%
CCCCCc1ccc(-c2cn(Cc3cccc(OC)c3)nn2)cc1,22,3,5%,/,-1,1,1%,-2%,13%,-4%
O=C(CNC(=S)NC(=O)c1ccc(Br)o1)c1ccccc1,7,0,5%,4%,9,1,13%,0%,-3%,/
CCOC(=O)c1cc(S(=O)(=O)NCCc2ccccc2)cn1C,2,8,18%,5%,18,/,-2%,2%,-1%,3%
Nc1nc(CN2CCN(c3ccccc3F)CC2)nc(Nc2ccc3c(c2)OCCO3)n1,0,-6,16%,3%,12,2,-8%,-2%,1%,0%
O=C(NCCCCc1ccccc1)C1CC(c2cc(C(F)(F)F)cc(C(F)(F)F)c2)=NO1 (configuration not stated),1,1,42%,4%,-14,-4,-10%,-8%,3%,8%
CCCCC(=O)NC(=O)NC(c1ccccc1)c1ccccc1,?,-2,?,-3%,-14,-5,-1%,5%,1%,-3%
C/C(=N\OCC(=O)OC(C)C(=O)Nc1ccc(C)c(S(=O)(=O)N2CCOCC2)c1)c1ccc2c(c1)OCO2 (configuration not stated),/,14,6%,/,-10,/,/,/,/,1%
O=C(NCCCN1CCOCC1)c1cc2c(s1)CSC2,-1,2,-16%,0%,-2,1,-11%,-1%,-6%,0%
O=C(NCCCN1CCCC1)c1cccc(N2CCCC2=O)c1,-3,7,-15%,3%,18,-4,?,-9%,9%,4%
CCOc1ccccc1N(CC(=O)Nc1cccc2ccccc12)S(C)(=O)=O,-2,2,4%,0%,-9,-4,8%,2%,5%,-1%
SMILES,TRPV1 ag,KCNH2 WT inh,Integrin act MD,GALK inhibitor,KCNH2 3.1 inh,Coupling enz,MBNL1-CUG inh,MLL CXXC-DNA inh,AT treatment,S-ASM inh
O=C(Nc1ccc([N+](=O)[O-])cc1)c1cccc(S(=O)(=O)Nc2ccccn2)c1,-2,-2,-7%,16%,0,3,7%,-9%,1%,-2%
COc1ccc(NC(=O)c2sc3cc(C(F)(F)F)cnc3c2-c2cccs2)cc1,-1,9,6%,2%,-92*,0,?,-1%,/,31%[activator]
CCn1c(=O)cc(SCC(=O)Nc2cccnc2)c2ccccc21,3,-4,-6%[7.66 µM],1%,4,5,3%,6%,-9%,2%
Cc1c(-c2ccc(Cl)cc2)[n+](=O)c2c(n1[O-])CCCC2,0,-7,26%,1%,9,3,23%,-2%,3%,4%
Cc1cc(NC(=O)CSc2nnc(-c3ccncc3)n2N)ccc1Br,0,6,-1%,7%,-34,6,-1%,2%,5%,-8%
CCOc1ccc(CCNC(=O)Cn2ccc3cc(S(=O)(=O)N4CCCC4)ccc32)cc1,-2,8,-12%,-7%,-8,1,6%,46%[activator],-1%,0%
COc1ccc(-n2cccc2C=O)cc1,9,34,29%,0%,0,0,/,3%,3%,6%
CC(C)N(Cc1ccccc1)C(=S)NCCN1CCOCC1,1,-7,-18%,1%,-4,2,-3%,20%,5%,3%
COc1ccc(C(=O)NNC(=O)CCc2ccccc2OC)cc1,2,-3,8%,17%,7,-2,-3%,-2%,-8%,-3%
O=C([C@H](Cc1ccccc1)N1C(=O)c2ccccc2C1=O)N1CCOCC1,0,3,-12%,1%,-6,1,-9%,1%,-3%,2%
Cc1ccc(N(C(=O)c2csnn2)C(C(=O)NC2CCCCC2)c2ccccn2)c(C)c1 (configuration not stated),6,-8,18%,-3%,4,0,-4%,2%,-1%,-6%
O=C(CN1CCOCC1)Nc1nc2ccc([N+](=O)[O-])cc2s1,2,-6,0%,1%,1,2,?,8%,4%,-2%
CSCCC(NS(=O)(=O)c1ccccc1F)C(=O)N1CC=C(c2ccccc2)CC1 (configuration not stated),4,2,-3%,7%,-18,/,-4%,1%,10%,-7%
CC(NC(=O)c1csc2ccccc12)C1CCCO1 (configuration not stated),1,-12,-11%,0%,-9,0,4%,-1%,-11%,1%
CCCOc1ccc(C(=O)c2nc3c(n2O)CCCC3)cc1,2,-1,-5%,2%,-4,2,?,-1%,-1%,-5%
CCN(CC)Cc1c(C(=O)N/N=C/c2cccnc2)nnn1-c1nonc1N,-5,-4,-14%,2%,23,-3,8%,-3%,2%,3%
CCN(CC)C(=O)CN(Cc1ccccc1)S(=O)(=O)c1ccc(F)cc1,1,14,-4%,-4%,-5,1,0%,-2%,1%,1%
O=C(COc1ccccc1)N=C1SC2CS(=O)(=O)CC2N1CCc1ccccc1 (configuration not stated),5,2,0%,0%,-9,-1,2%,14%,2%,-1%
Cc1nc(Cl)sc1C(=O)Nc1ccccc1Cl,-2,3,-37%,5%,10,2,-9%,45%[activator],-3%,-1%
O=C(NC1CCCC1)C(c1cccs1)N(Cc1ccco1)C(=O)Cn1nnc(-c2cccs2)n1 (configuration not stated),0,-13,0%,-1%,-18,-1,?,12%,4%,-1%
COc1ccc(/C=N/N(C)C2=NS(=O)(=O)c3ccccc32)cc1OC,-5,-3,8%,/,?,-3,-5%,1%,-6%,64%[activator]
CC(=O)Nc1ccc2c(c1)nc(CCN1CCN(c3ccccn3)CC1)n2C,-1,-17,1%,-3%,3,-3,4%,11%,5%,5%
O=[N+]([O-])c1cccc(NC(=S)N2CCc3ccccc32)c1,-3,-20,-21%,-1%,3,/,?,-11%,-8%,-6%
COC(=O)Cc1c(C(=O)OC)nnn1-c1ccc(OC)cc1,-4,-2,-5%,-1%,/,2,/,6%,2%,-1%
O=C(NC(Cc1c[nH]c2ccccc12)C(=O)N/N=C/c1ccc(Br)cc1)c1cccs1 (configuration not stated),-2,1,13%,-2%,-20,-4,4%,3%,2%,-16%
Cc1cccc(NC(=O)NNC(=O)c2cc3occc3[nH]2)c1C,-3,-14,-19%,1%,-449*,/,3%,6%,-2%,2%
CNC(=O)c1ccccc1S(=O)c1ccccc1C#N (configuration not stated),-2,5,8%,-1%,4,0,-6%,-1%,3%,11%
O=C(/C=C/c1cccs1)NC1CC1,5,1,2%,12%,8,2,8%,1%,20%,0%

# Screens: PubChem, National Center for Advancing Translational Sciences (NCATS)

# Rows were taken by chance; about 2% have a hit in one of these screens.
